# Pax4 mRNA alpha TC1 – activators of Pax4 gene expression, primary screen, RT-PCR, mouse alpha TC1 cells, single point (AID 1053180); mouse alpha TC1 cells, Pax4 mRNA qPCR, 6 days; hits give high values; 100% = Pax4 plasmid added at qPCR; activation, % at 10 µM; 0.2% of 9,600 active;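 active = highest normalized replicate activity of 15 or more, or at least half the replicates reach 15 or more; inactive = neither condition met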;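 also: pax4 Ct normalized to GAPDH with activation seen as lower delta delta Ct; plate controls were plate neutral control wells for no effect and Pax4 plasmid positive control for full effect; each compound tested in two replicate wells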
# DLD1 CTGF mRNA – YAP1 pathway inhibitors via CTGF transcript, primary screen, DLD1 colon cancer cells, RT-qPCR, single point (AID 743449); DLD1 CTGF mRNA qPCR, 24 h; hits give high values; inhibition, % at 12.5 µM; 0.9% of 9,900 active;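 active = mean normalized replicate activity at least 50 and at least half of replicates each reaching 50; inconclusive = only one of the two criteria met; inactive = neither criterion met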;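 also: 0% = neutral control wells and 100% = dasatinib control wells; higher means stronger suppression of CTGF expression like dasatinib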
# Starred values were filed as active, the others as inactive; u = inconclusive; x = no result given; & = joins results of further samples. An excerpt (hit frequency here may not be typical).
compound | Pax4 mRNA alpha TC1 | DLD1 CTGF mRNA
COc1ccc2c3c([nH]c2c1)[C@@H](CO)N(C(=O)c1ccncc1)CC31CN(C)C1 | 0.0 | -4.7
C[C@H](CO)N1C[C@H](C)[C@@H](CN(C)C(=O)Nc2ccc(F)cc2)Oc2c(cccc2N(C)C)C1=O | 0.0 | 46.3
CO[C@H]1CC[C@H]2CCN(C)C(=O)[C@@H](C)N(C)C(=O)c3cccc(C#N)c3OC[C@@H]1O2 | 0.0 | -19.7
CO[C@@H]1CN(C)C(=O)c2ccc(NC(=O)c3cc(C)on3)cc2OC[C@H](C)NC[C@@H]1C | 0.0 | 9.9
COc1ccccc1-c1cccc(-c2nc(C(=O)NCc3ccncc3)cc3c2[C@H](CCO)N([S@@](=O)C(C)(C)C)C3)c1 | 0.0 | 19.4
COC(=O)C[C@H]1C[C@@H]2c3cc(NC(=O)c4ccc5c(c4)OCO5)ccc3O[C@@H]2[C@@H](CO)O1 | 0.0 | 8.2
CCS(=O)(=O)Nc1ccc2c(c1)C(=O)N(C)[C@@H]1CC[C@H](CC(=O)NC3CCCCC3)O[C@H]1CO2 | 0.0 | -30.0
CN1C(=O)c2cc(NC(=O)Nc3ccc(Cl)cc3)ccc2OC[C@@H]2O[C@H](CC(=O)NCCN3CCCCC3)CC[C@@H]21 | 0.0 | -19.2
C/C=C/c1ccccc1[C@H]1[C@@H](CO)N(C(=O)Nc2cccc(F)c2)[C@H]1C#N | 0.0 | 38.3
C[C@@H]1CCCCO[C@H](CN(C)Cc2ccc(C(=O)O)cc2)[C@H](C)CN([C@H](C)CO)C(=O)c2cc(N(C)C)ccc2O1 | 0.0 | 11.8
CO[C@H]1CN(C)C(=O)c2cc(NC(=O)Cc3ccccc3)ccc2OC[C@@H](C)N(C(=O)c2ccccc2F)C[C@H]1C | 0.0 | 13.2
N#C[C@H]1N[C@H](CO)[C@@H]1c1ccc(-c2cccc(F)c2)cc1 | 0.0 | 12.5
CN(C)CC(=O)N1[C@@H](C#N)[C@@H](c2ccccc2-c2ccccc2F)[C@@H]1CO | 0.0 | 0.7
CC=Cc1ccc2n(c1=O)C[C@@H]1[C@@H](CO)[C@H](C(=O)NCCc3cn(C)cn3)[C@H]2N1C(=O)C1CCC1 (mixture of isomers) | 0.0 | -12.5
CCCN1CC2(C1)CN(C(=O)CN1CCOCC1)[C@H](CO)c1c2c2ccc(OC)cc2n1C | 0.0 | -22.8
COCC#Cc1ccc([C@@H]2[C@@H](CO)N3CCCCN(C(=O)NC4CCCC4)C[C@H]23)cc1 | 0.0 | 23.4
O=C(c1cnccn1)N1CC(=O)N2[C@H](CO)[C@H](c3ccc(-c4cccc(F)c4)cc3)[C@H]2C1 | 0.0 | 3.3
CCC(=O)N1CC2(C1)[C@H](c1ccc(-c3cccc(C)c3)cc1)[C@@H](CO)N2S(C)(=O)=O | x | 13.1
COCC#Cc1ccc([C@@H]2[C@@H](CO)N3CCCCN(Cc4cccnc4)C[C@H]23)cc1 | 0.0 | -7.5
O=C(C1CCCCC1)N1CC2(C1)[C@H](c1ccccc1)[C@@H](CO)N2C(=O)c1cccnc1 | x | -8.8
C[C@H](CO)N1C[C@H](C)[C@H](CN(C)C(=O)NC2CCCCC2)Oc2c(NC(=O)c3cnccn3)cccc2C1=O | 0.0 | 32.1
COc1ccccc1-c1cnc2c(c1)C(=O)N([C@@H](C)CO)C[C@@H](C)[C@@H](CN(C)C(=O)CC1CC1)O2 | 0.0 | -9.1
N#C[C@H]1[C@@H](c2ccccc2)[C@H](CO)N1C(=O)Nc1cccc(F)c1 | 0.0 | 25.6
CCCNC(=O)N1C[C@@H]2[C@H](c3ccccc31)[C@@H](CO)N2Cc1cccc(OC)c1 | 0.0 | -37.6
C[C@H](CO)N1C[C@H](C)[C@@H](CN(C)Cc2cccc3c2OCCCO3)OCc2cnnn2CCCC1=O | 0.0 | -34.2
COc1ccc(CNC(=O)N(C)C[C@@H]2OCc3ccccc3-c3c(n(C)c4ccccc34)C(=O)N([C@H](C)CO)C[C@@H]2C)cc1 | 0.0 | -11.4
C[C@@H]1CCCCO[C@H](CN(C)Cc2ccc(C(=O)O)cc2)[C@@H](C)CN([C@H](C)CO)C(=O)c2cc(N(C)C)ccc2O1 | 0.0 | -37.8
N#Cc1cccc(-c2ccc(C3[C@H]4CNC[C@@H]3N4Cc3cc(F)ccc3F)cc2)c1 (stereo not given in full) | 0.0&1.5 | -53.8&-175.8
C[C@@H]1CN([C@@H](C)CO)C(=O)CCCn2cc(nn2)CO[C@H]1CN(C)C(=O)Nc1ccc2c(c1)OCO2 | 0.0 | 4.9
COCC(=O)Nc1ccc2c(c1)[C@@H]1C[C@H](CC(=O)N[C@H](C)c3ccccc3)O[C@@H](CO)[C@@H]1O2 | 0.0 | -27.0
CC(C)(C)[S@@](=O)N1Cc2cc(C(=O)NC3CCC3)nc(-c3cccc(-c4ccccc4F)c3)c2[C@H]1CCO | 0.0 | 4.5
O=C(N[C@@H]1C=C[C@H](CC(=O)N2CCN(c3ccccc3)CC2)O[C@@H]1CO)c1ccccc1 | 0.0 | 28.6
C[C@H]1CN([C@@H](C)CO)C(=O)c2cc(NC(=O)Nc3cccc4ccccc34)ccc2O[C@H]1CN(C)S(=O)(=O)c1cccs1 | 0.0 | 15.4
C[C@H]1CN([C@@H](C)CO)C(=O)c2cc(-c3cccc(C#N)c3)cnc2O[C@@H]1CN(C)C(=O)C1CCOCC1 | 0.1 | -23.8
C[C@@H]1CN([C@@H](C)CO)C(=O)CCCn2cc(nn2)CO[C@@H]1CN(C)C(=O)NC1CCCCC1 | 0.0 | 19.5
C[C@H](CO)N1C[C@H](C)[C@@H](CN(C)C(=O)Nc2cccc3ccccc23)OCc2cn(nn2)CCCC1=O | 0.0 | -12.2
Cc1noc(C)c1S(=O)(=O)N(C)C[C@H]1OCc2ccccc2-c2ccccc2C(=O)N([C@H](C)CO)C[C@H]1C | 0.0 | -25.8
O=C(NC[C@H]1[C@H](c2ccccc2)[C@@H](CO)N1C(=O)C1CCC1)NC1CCCC1 | 0.0 | 14.7
O=C(CC1CC1)N1CC2(C1)[C@H](c1ccccc1)[C@@H](CO)N2S(=O)(=O)Cc1ccccc1 | x | 6.9
CNC[C@@H]1OCc2ccccc2-c2ccccc2C(=O)N([C@@H](C)CO)C[C@H]1C | 0.0 | -9.4
CS(=O)(=O)N1CC(=O)N2[C@H](CO)[C@@H](c3ccc(C#Cc4ccc(F)cc4)cc3)[C@H]2C1 | 0.0 | 43.4
O=C(C[C@@H]1CC[C@@H]2[C@H](COC[C@H](O)CN2CCC(F)(F)F)O1)NCc1ccc2c(c1)OCO2 | 0.0 | 1.7
C[C@H](CO)N1C[C@H](C)[C@@H](CN(C)C(=O)Nc2ccccc2F)Oc2cc(Br)ccc2S1(=O)=O | 0.0 | 9.3
CCS(=O)(=O)N1CCC2(CC1)CN(C(=O)Nc1c(C)noc1C)[C@H](CO)c1c2c2ccc(OC)cc2n1C | 0.0 | 13.1
CO[C@@H]1CN(C)C(=O)c2cc(NC(=O)Nc3cc(F)ccc3F)ccc2OC[C@H](C)NC[C@@H]1C | 0.0&0.0 | 9.6&-0.4
Cc1ccccc1-c1ccc([C@H]2[C@H]3CN(S(=O)(=O)Cc4ccccc4)CCCCN3[C@H]2CO)cc1 | 0.1 | -25.8
Cc1ccc(S(=O)(=O)Nc2ccc3c(c2)CC(=O)N([C@@H](C)CO)C[C@H](C)[C@H](CN(C)S(=O)(=O)c2ccccc2)O3)cc1 | 0.0 | 13.0
COc1cccc(C(=O)Nc2ccc3c(c2)C(=O)N(C)[C@H]2CC[C@@H](CC(=O)NCc4ccc(F)cc4)O[C@H]2CO3)c1 | 0.0 | -119.7
O=S(=O)(c1ccccc1F)N1CC[C@@H]2[C@H](CO)Nc3ccc(C4=CCCCC4)cc3[C@@H]21 | 0.0 | -10.9
COc1ccc(CNC(=O)C[C@@H]2CC[C@H](NC(=O)CN(C)C)[C@H](CO)O2)cc1 | 0.0 | 9.2
C/C=C/c1ccc([C@@H]2[C@H]3CN(C(=O)c4ccncc4)CC(=O)N3[C@H]2CO)cc1 | 0.0 | 3.8
COc1ccc(CN(C)C[C@H]2OCCCC[C@H](C)Oc3ccc(NC(=O)C4CCCCC4)cc3C(=O)N([C@@H](C)CO)C[C@@H]2C)cc1 | 0.2 | -10.9
CC(C)CC#Cc1ccc([C@@H]2[C@@H](CO)N3C(=O)CN(C(=O)c4cccc(F)c4)C[C@@H]23)cc1 | 0.0 | 13.8
COc1ccc(CNC(=O)N(C)C[C@H]2OCc3ccccc3-c3c(n(C)c4ccccc34)C(=O)N([C@H](C)CO)C[C@H]2C)cc1 | 0.0 | 15.4
COc1cccc(S(=O)(=O)N2CCCCN3[C@H](CO)[C@H](c4ccc(C#CCC(C)C)cc4)[C@@H]3C2)c1 | 0.0 | 24.7
CN1C(=O)c2cc(NC(=O)Nc3ccccc3Cl)ccc2OC[C@H]2O[C@H](CC(=O)NCCCN3CCOCC3)CC[C@@H]21 | 0.0 | -28.7

# (more compounds)
compound | Pax4 mRNA alpha TC1 | DLD1 CTGF mRNA
O=C(C[C@H]1CC[C@@H]2[C@H](COC[C@@H](O)CN2Cc2nccs2)O1)N1CCC(Cc2ccccc2)CC1 | 0.0 | 1.1
CCCNC(=O)N1[C@@H](C#N)[C@@H](c2ccc(-c3ccccc3F)cc2)[C@@H]1CO | 0.0 | 33.1
Cc1cc(C(=O)Nc2ccc3c(c2)C(=O)N(C)[C@@H]2CC[C@@H](CC(=O)O)O[C@@H]2CO3)no1 | 0.0 | -7.0
Cc1noc(C)c1NC(=O)N(C)C[C@@H]1OCCCC[C@@H](C)Oc2ccc(NC(=O)Nc3ccc(C(F)(F)F)cc3)cc2C(=O)N([C@H](C)CO)C[C@@H]1C | 0.0 | -3.2
CCC(=O)N1[C@H](C#N)[C@@H](c2ccccc2-c2ccccc2)[C@@H]1CO | 0.0 | -38.5
COc1ccccc1NC(=O)N1C[C@@H](C)[C@H](OC)CN(C)C(=O)c2cc(NC(=O)c3cnccn3)ccc2OC[C@H]1C | 0.0 | 10.2
COc1ccc2c3c(n(C)c2c1)[C@@H](CO)N(CC1CCOCC1)CC31CN(Cc2nccs2)C1 | 0.0 | 6.7
CC(=O)N1[C@H](CO)[C@H](c2ccccc2)[C@@H]1CN(C(=O)c1ccccc1F)C(C)C | 0.0 | 13.0
COCC(=O)Nc1ccc2c(c1)C(=O)N(C)[C@H]1CC[C@@H](CC(=O)NCCCN(C)C)O[C@@H]1CO2 | 0.0 | -28.4
COc1ccc2c3c([nH]c2c1)[C@H](CO)N(C)CC31CCN(S(=O)(=O)c2cn(C)cn2)CC1 | 0.0 | 21.9
COc1ccc2c3c([nH]c2c1)[C@H](CO)N(C(=O)c1ccc(F)cc1)CC31CCN(S(=O)(=O)c2cccs2)CC1 | 0.0 | -1.5
COCC(=O)Nc1ccc2c(c1)C(=O)N(C)C[C@H](OC)[C@@H](C)CN(CCc1ccccc1)[C@@H](C)CO2 | 0.0 | -51.9
CN1C(=O)c2cc(NC(=O)NCc3ccccc3)ccc2OC[C@H]2O[C@H](CC(=O)NCC3CCCCC3)CC[C@@H]21 | 0.0 | 4.6
O=C(NC1CCCCC1)N1CC(=O)N2[C@H](CO)[C@@H](c3ccc(-c4ccncc4)cc3)[C@H]2C1 | 0.0 | 0.0
O=S(=O)(c1cccs1)N1CCCCN2[C@H](CO)[C@H](c3ccc(/C=C/c4ccccc4)cc3)[C@H]2C1 | 0.5 | 6.6
CC(C)NC(=O)N(C)C[C@H]1Oc2c(NS(=O)(=O)c3cccs3)cccc2C(=O)N([C@@H](C)CO)C[C@@H]1C | 0.0 | 4.9
CCCNC(=O)Nc1ccc2c(c1)OC[C@@H](C)N(Cc1cncnc1)C[C@H](C)[C@@H](OC)CN(C)C2=O | 0.0 | 28.3
C/C=C/c1ccccc1[C@@H]1[C@H](C#N)N(C(=O)CN2CCOCC2)[C@H]1CO | 0.0 | -6.2
COc1ccc(S(=O)(=O)N(C)C[C@H]2Oc3ccc(NC(=O)Nc4ccc(C(F)(F)F)cc4)cc3C(=O)N([C@@H](C)CO)C[C@@H]2C)cc1 | 0.0 | -95.1
N#C[C@@H]1[C@H](c2ccc(-c3cccc(F)c3)cc2)[C@H](CO)N1C(=O)NC1CCCC1 | 0.2 | u
C[C@@H]1CN([C@@H](C)CO)C(=O)c2c(c3ccccc3n2C)-c2ccccc2CO[C@H]1CN(C)C(=O)[C@H]1CCCN1C | 0.0 | -1.6
Cc1cccc(-c2ccc([C@H]3[C@H]4CN(S(=O)(=O)c5ccccc5F)CCCCN4[C@H]3CO)cc2)c1 | 0.0 | 45.8
COc1ccc2c3c(n(C)c2c1)[C@@H](CO)N(C(=O)c1ccc(F)cc1)CC31CN(CC2CCOCC2)C1 | 0.0 | -1.1
C[C@@H]1CN([C@H](C)CO)C(=O)c2cc(NS(=O)(=O)c3cn(C)cn3)ccc2O[C@@H]1CN(C)S(=O)(=O)c1ccc(F)cc1 | 0.0 | 4.2
COc1ccc2c3c([nH]c2c1)[C@H](CO)N(C(=O)c1ccccn1)CC31CCN(S(C)(=O)=O)CC1 | 0.0 | -21.9

# Source: PubChem BioAssay
